Screening data from PubChem.
TEAD-YAP block = TEAD-YAP interaction inhibition, primary screen, TEAD-YAP interaction inhibitor project, luminescence, HEK-TIYL cells. AID 1259422, 2018. inhibition, % at 9.12 µM. TEAD-Gal4/YAP UAS-luciferase luminescence. 1.4% of 640,000 active; in the data active means inhibition above about 32%;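 further: 0% = median of test compound wells and 100% = reference inhibitor wells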
MITF primary = MITF inhibitors, primary screen, biochemical, AlphaScreen, human; inhibition, % at 2.6 µM; AlphaScreen MITF homodimerization, bead proximity signal; 0.91% of 650,000 active; Microphthalmia-associated transcription factor (Homo sapiens), O75030; in the data active means inhibition above about 50%;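 further: 0% = vehicle wells with protein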
Target sequence (O75030 whole entry, looked up): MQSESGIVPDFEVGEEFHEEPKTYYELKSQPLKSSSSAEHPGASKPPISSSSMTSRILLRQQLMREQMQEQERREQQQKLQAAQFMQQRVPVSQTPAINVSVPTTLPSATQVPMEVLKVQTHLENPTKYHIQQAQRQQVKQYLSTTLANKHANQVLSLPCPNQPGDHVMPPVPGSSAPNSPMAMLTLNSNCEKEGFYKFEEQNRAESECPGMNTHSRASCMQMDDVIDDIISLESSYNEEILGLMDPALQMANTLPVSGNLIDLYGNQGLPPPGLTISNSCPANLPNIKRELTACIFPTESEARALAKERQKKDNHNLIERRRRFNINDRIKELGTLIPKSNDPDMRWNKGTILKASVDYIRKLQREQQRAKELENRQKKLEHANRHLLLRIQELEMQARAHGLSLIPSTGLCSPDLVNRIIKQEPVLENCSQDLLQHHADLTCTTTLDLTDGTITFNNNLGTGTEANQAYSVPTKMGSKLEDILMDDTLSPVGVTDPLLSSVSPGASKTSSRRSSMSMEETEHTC
FBW7 activator = FBW7 E3 ligase activators, primary screen, biochemical, AlphaScreen, human; F-box/WD repeat-containing protein 7 (Homo sapiens), Q969H0; AlphaScreen FBW7–phospho-cyclin E peptide binding, activator screen; normalized activity (activation), % at 26.1 µM; 0.13% of 650,000 active; in the data active means normalized activity above about 1.9%;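 further: purified mutant Fbw7 with reduced substrate affinity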
GPR151 ag = activators of human GPR151, primary screen, cell-based, PathHunter beta-arrestin, luminescence; G-protein coupled receptor 151 (Homo sapiens), Q8TDV0; PathHunter beta-arrestin GPR151 cells; activation, % at 11.2 µM; 1% of 650,000 active; AID 1508602, 2020; in the data active means activation above about 4.9%;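 further: 0% = median of compound wells and 100% = cells with positive control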
Target sequence (Q8TDV0 whole entry, looked up): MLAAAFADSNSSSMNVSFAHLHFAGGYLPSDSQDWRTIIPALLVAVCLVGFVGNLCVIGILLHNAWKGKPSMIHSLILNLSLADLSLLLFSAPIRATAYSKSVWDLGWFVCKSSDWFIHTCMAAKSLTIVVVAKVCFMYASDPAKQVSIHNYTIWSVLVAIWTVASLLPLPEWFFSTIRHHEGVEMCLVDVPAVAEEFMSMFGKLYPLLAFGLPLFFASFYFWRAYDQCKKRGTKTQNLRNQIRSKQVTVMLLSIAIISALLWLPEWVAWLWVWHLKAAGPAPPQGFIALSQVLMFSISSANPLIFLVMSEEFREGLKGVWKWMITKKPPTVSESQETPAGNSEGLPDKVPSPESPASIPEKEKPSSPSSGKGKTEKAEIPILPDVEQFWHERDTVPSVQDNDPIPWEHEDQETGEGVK
Active calls of the source: *; nt = not tested or not shown.

The line under a structure holds: TEAD-YAP block	MITF primary	FBW7 activator	GPR151 ag
> COc1cc(/C=C2/C(=N)N3N=C(Cc4ccccc4)SC3=NC2=O)ccc1OC(=O)c1cccs1
 : 6	0	0.1	-0.7
> O=[N+]([O-])c1ccc(N2CCCCC2)c(-c2nn[nH]n2)c1
 : -6	-1	-0.5	2.4
> COc1ccc(/C=N/Nc2ccc(C(=O)O)cc2)cc1Br
 : 45*	9	-0.1	-9.0
> CC(Sc1ncnc2sc3c(c12)CCCC3)C(=O)O (centres undefined)
 : -3	-4	0.2	-1.9
> CSc1ccccc1C(=O)Nc1nc(-c2ccc([N+](=O)[O-])cc2)cs1
 : 0	1	0.0	3.3
> N#CC1=C(N)N(c2ccc(Br)cc2F)C2=C(C(=O)CCC2)C1c1ccc(Br)cc1 (centres undefined)
 : 13	-2	-0.1	0.4
> COCCNC(=O)c1cn(C[C@@H]2CCCN(C(=O)c3ccc(OC)o3)C2)nn1
 : 1	-7	-0.2	0.9
> COc1cccc(N2C(=O)CC(N3CCN(c4ccc([N+](=O)[O-])cc4)CC3)C2=O)c1 (centres undefined)
 : -6	-4	-0.1	2.6
> CCCNC(=O)COc1ccc(C#N)cc1
 : -7	-3	0.0	0.3
> O=C(NCc1cccc(C(F)(F)F)c1)c1cc(N2CCN(Cc3ccc4c(c3)OCO4)CC2)nc2ccccc12
 : 0	-13	0.2	-0.4
> CS(=O)(=O)CCC(NS(=O)(=O)c1ccccc1)C(=O)O (centres undefined)
 : -8	-1	0.0	-0.2
> CC(C)(C)C(=O)Nc1ccnn1C1CCN(Cc2ccccc2OC(F)F)CC1
 : 2	7	0.0	0.1
> O=C1c2ccccc2C(O)N1COc1ccc(Cl)cc1Cl (centres undefined)
 : -16	6	0.1	-1.2
> CCOC(=O)C1=CN(c2cc(C)cc(C)c2)C=C(C(=O)OCC)C1c1ccccc1OC
 : 9	11	0.3	-0.6
> COc1ccc(C2C(C(=O)NCCN3CCOCC3)c3ccccc3C(=O)N2Cc2ccc(F)cc2)cc1 (centres undefined)
 : 0	13	0.3	0.6
> O=S(=O)(NCc1ccc2c(c1)OCO2)c1c(Cl)cccc1Cl
 : 10	15	0.9	-1.9
> CCOCCCn1c(=N)c(C(=O)NC2CCCCC2)cc2c(=O)n3cc(C)ccc3nc21
 : 10	14	0.1	-0.2
> Cc1ccc(S(=O)(=O)Nc2cccc(N(C)S(C)(=O)=O)c2)cc1[N+](=O)[O-]
 : 5	8	0.3	-1.7
> Cc1cc(C(=O)CC#N)c(C)n1Cc1ccccc1Cl
 : -42	14	-0.1	-0.4
> O=[N+]([O-])c1cccc(C2Nc3ccccc3S(=O)(=O)N2Cc2ccccc2)c1 (centres undefined)
 : 4	30	0.1	0.2
> CC1CCCC(NC(=O)c2cccc(N3CCCC3=O)c2)C1C (centres undefined)
 : -20	-6	0.1	0.0
> Cc1ccc(C(=O)Nc2nnc(C)s2)cc1
 : -10	-8	0.0	-0.5
> N#CCCN1CCN(S(=O)(=O)c2ccc(S(=O)(=O)NCC3CCCO3)cc2)CC1 (centres undefined)
 : 0	-9	-0.1	0.5
> COc1ccc(C2C(C#N)=C(N)Oc3n[nH]c(-c4ccc5c(c4)OCO5)c32)c(OC)c1OC (centres undefined)
 : 6	-3	-0.1	-1.0
> CCOC(=O)c1c(C)c(C(=O)NCCN(C)C)c(C)n1CC
 : -3	20	1.2	-0.9
> O=C(COc1ccccn1)c1ccc(Br)cc1
 : -11	-12	-0.1	1.1
> Fc1cccc(Cl)c1Cc1nc(-c2cccc(C(F)(F)F)c2)no1
 : -5	-6	-0.1	-0.2
> CCOC(=O)c1cnc2ccc(OC)cc2c1NCc1cccnc1
 : 7	-4	0.1	-0.4
> CCOc1ccc(-c2csc(N)n2)cc1
 : -30	-5	-0.3	-1.7
> Cc1ccc(C)c(-c2csc(Nc3ccc4c(c3)OCO4)n2)c1
 : -27	-3	-0.1	-1.0
> CSc1sc(C)cc1C1C(C(=O)Nc2c(F)cccc2F)=C(C)NC2=C1C(=O)CC(c1ccccc1)C2 (centres undefined)
 : 2	-8	-0.1	-0.1
> CCCc1ccc(C(=O)Oc2ccc(-c3noc(-c4ccncc4)n3)cc2)nc1
 : -6	16	1.1	-0.6
> O=c1[nH]c(CSc2ccc(F)cc2)nc2ccccc12
 : -9	1	-0.1	1.7
> COc1cccc(OC)c1OCCCOc1cccc2cccnc12
 : -15	15	0.0	-3.1
> O=C1/C(=C/c2cccnc2)SC(=S)N1Cc1cccnc1
 : 33*	25	0.1	3.6
> CCCOc1ccccc1C1NC(=O)NC(C)=C1C(=O)OCCc1ccccc1 (centres undefined)
 : 9	5	0.5	-1.0
> Cn1cc(CN(CCO)CCO)c(-c2ccc(C3CCCCC3)cc2)n1
 : 4	3	0.0	1.9
> CCC(C)NC(=O)c1cn(C)c(=O)c2ccccc12 (centres undefined)
 : 7	18	0.2	0.3
> COc1ccccc1Nc1ncnc(N)c1[N+](=O)[O-]
 : -1	7	-0.1	1.2
> CN(Cc1ccon1)C(=O)CCc1nnc(Cc2ccc(-c3ccccc3)cc2)o1
 : -8	-9	0.0	-0.4
> C=CCn1c(=O)/c(=C/c2ccc(C)s2)s/c1=C(/C#N)C(=O)NCCN1CCOCC1
 : 1	-2	-0.1	0.6
> CCCCC[C@H](O)/C=C/[C@H]1[C@H](O)CC(=O)[C@H]1C/C=C\CCCC(=O)O
 : nt	11	nt	2.1
> O=C(c1ccc(N2CCN(C(=O)c3c(F)cccc3F)CC2)cc1)c1cccc(F)c1
 : 5	0	-0.2	0.6
> COc1ccc2cc(NC(=O)c3ccc(Cl)c([N+](=O)[O-])c3)c(=O)oc2c1
 : 7	3	0.0	-0.2
> COc1ccc2c(=O)c(Oc3ccc(F)cc3)c(C)oc2c1
 : 9	-8	0.0	0.7
> COCCNC(=O)c1ccccc1NC(=O)c1ccc(OC)c(OC)c1
 : -1	-4	0.1	-0.5
> N#Cc1nc(COc2ccccc2F)oc1NCc1ccco1
 : -28	12	0.7	0.2
> C=CCc1cc(C)ccc1OCC(O)CN1CCOCC1 (centres undefined)
 : -1	37	0.2	-1.0
> O=C(Nc1ccc(F)c(Cl)c1)c1coc(=O)c2ccccc12
 : 4	-18	0.0	1.3
> CC(=O)c1cccc(NC(=O)c2ccc(CN(c3ccc(C)c(C)c3)S(C)(=O)=O)cc2)c1
 : -1	10	0.1	1.2
> C#CCOc1c(Cl)cc(/C=N/O)cc1OC
 : -2	20	0.2	1.0
> NS(=O)(=O)c1ccc(CCNC(=O)c2sccc2-c2ccccc2)cc1
 : -4	1	0.0	1.7
> Cc1ccc2nc(SCC(=O)Nc3ccccc3N3CCOCC3)c(C#N)cc2c1
 : 5	-16	-0.2	-1.1
> Cc1ccccc1N1C(=O)c2ccc(C(=O)OCC(C)C)cc2C1=O
 : -1	14	0.1	-1.8
> O=C(COc1ccc(Cl)cc1)Nc1ccncc1NC(=O)COc1ccc(Cl)cc1
 : 8	-8	0.0	1.7
> O=C(c1ccccc1)c1ccc2nc(Cc3ccccc3F)c(=O)[nH]c2c1
 : 2	0	0.1	-0.5
> COc1ccc(/C=C2/SC(N3CCN(C)CC3)=NC2=O)cc1OC
 : -20	28	1.0	1.8
> CC(C)CCNC(=O)CN(C)S(=O)(=O)c1cccc2nsnc12
 : 2	3	0.0	0.8
> CCCNc1nc2c(c(=O)[nH]c(=O)n2C)n1CCO
 : -4	2	0.0	-0.7
> CCCCCCN(CCCCCC)C(=O)c1cccc(NC(=O)c2ccc(Br)cc2)c1
 : -9	12	0.2	-0.3

An excerpt of these results, comma-delimited.
canonical_smiles,TEAD-YAP block,MITF primary,FBW7 activator,GPR151 ag
NS(=O)(=O)c1ccc(CCNC(=O)c2sccc2-c2ccccc2)cc1,-4,1,0.0,1.7
C#CCOc1c(Cl)cc(/C=N/O)cc1OC,-2,20,0.2,1.0
O=C(Nc1ccc(F)c(Cl)c1)c1coc(=O)c2ccccc12,4,-18,0.0,1.3
Cc1ccccc1N1C(=O)c2ccc(C(=O)OCC(C)C)cc2C1=O,-1,14,0.1,-1.8
O=C(c1ccccc1)c1ccc2nc(Cc3ccccc3F)c(=O)[nH]c2c1,2,0,0.1,-0.5
CC(C)CCNC(=O)CN(C)S(=O)(=O)c1cccc2nsnc12,2,3,0.0,0.8

(further entries)
The line under a structure holds: TEAD-YAP block	MITF primary	FBW7 activator	GPR151 ag
> OCc1cccc(-c2cnc3ccc(NCc4ccco4)nn23)c1
 : 5	4	0.1	0.5
> Cc1cccc(C)c1-n1c(SCC(=O)c2ccc(Cl)cc2)nc2c(sc(=S)n2-c2c(C)cccc2C)c1=O
 : 1	-11	-0.1	-0.5
> COc1nc(Nc2ccc(OC(F)(F)F)cc2)nc(N2CCOCC2)n1
 : -1	-3	0.1	0.2
> O=C(Nc1noc2ccccc12)c1ccc(F)cc1
 : 44*	-7	0.2	-12
> CC(Nc1cccc2ccccc12)C(=O)N/N=C/c1cccc(O)c1 (centres undefined)
 : 7	10	0.1	-0.2
> Cc1nnsc1C(=O)Nc1ccc([N+](=O)[O-])cc1C(F)(F)F
 : 17	-2	0.0	2.4
> Cc1cccc(C)c1Nc1c(-c2cccc(O)c2)nc2c[n+](CC(N)=O)ccn12
 : 10	13	0.0	0.9
> CC1(C)OCC(Cn2cncn2)O1 (centres undefined)
 : 9	12	0.1	0.0
> O=C(CN1CCC(n2nnc3ccccc32)CC1)NCc1cccs1
 : -5	0	0.1	0.9
> Cc1cccc(N(C)c2ccnc3c(-c4cccnc4)cnn23)c1
 : -56	-5	0.4	-0.8
> COc1cccc(NC(=O)c2cccc(C)c2[N+](=O)[O-])c1
 : -27	0	0.0	-0.2
> COc1ccc(NC(=O)c2ccc(NC(=O)CN3CCC(C(N)=O)CC3)cc2)cc1
 : 9	12	0.1	2.7
> COc1ccccc1C(=O)Nc1ccc(C(C)=O)cc1
 : -26	-2	-0.2	-0.5
> CC1CCCC(NC(=O)Cn2c(=O)oc3cc(S(=O)(=O)NC4CCCC4)ccc32)C1C (centres undefined)
 : 13	4	0.0	0.0
> CCOc1ccc2[nH]cc(C(=O)NCc3ccccc3)c(=O)c2c1
 : 17	-12	-0.1	1.8
> CCn1c(=O)cc(SCC(=O)NCc2ccc(OC)cc2OC)c2ccccc21
 : 9	9	-0.1	0.5
> CCOC(=O)c1c(NC(=O)c2ccc(C)c([N+](=O)[O-])c2)sc(C(=O)Nc2ccc(OC)cc2)c1C
 : 2	9	0.2	-0.1
> CCS(=O)(=O)N1CC(=O)Nc2ccc(Br)cc2C1c1ccccc1 (centres undefined)
 : 5	-8	-0.1	0.2
> Cc1ccn2c(NCC3CCCO3)c(-c3ccc(O)cc3O)nc2c1 (centres undefined)
 : -3	89*	-0.2	-0.8
> O=C(Nc1ccc(CN2CCCCC2)cc1)c1cc2ccccc2oc1=O
 : -3	-2	-0.1	1.1
> c1ccc(CSc2nc(C3CC3)nc3ccccc23)nc1
 : 4	-3	0.0	-0.5
> COc1ccccc1NS(=O)(=O)c1cc([N+](=O)[O-])ccc1N/N=C(\C)c1ccco1
 : -4	2	-0.1	-0.7
> CCOc1ccc(-n2nc3ccc(NC(=O)C(C)C)cc3n2)cc1
 : 0	4	-0.1	-0.5
> Cc1ccc(NC(=O)CN2CCCCCC2)cc1Br
 : 0	30	0.7	0.0
> Fc1cccc2sc(N3CCOCC3)nc12
 : -17	15	0.3	-2.2
> CC(C)OCC1Cn2c(nc3c2c(=O)n(C)c(=O)n3C)O1 (centres undefined)
 : 8	1	0.0	-0.5
> Cc1ccc(NC(=O)c2c(N)sc3c2CCC(C(C)(C)C)C3)c(C)c1 (centres undefined)
 : 5	-6	-0.2	0.3
> O=C(CSC1=NC(=O)C(c2ccccc2)C(=O)N1)Nc1ccccn1 (centres undefined)
 : 0	2	0.0	-0.9
> CCN(c1ccc(OC)cc1)c1ncnc2nc[nH]c12
 : 37*	6	0.6	-0.9
> CCc1c(C)c2ccc(O)c(C)c2oc1=O
 : 1	-1	0.0	-0.1
> N=C1/C(=C\c2ccc([N+](=O)[O-])cc2)C(=O)N=C2SC=NN12
 : -4	-5	-0.1	0.1
> COc1ccc(S(=O)(=O)NCCOc2ccccc2)cc1OC
 : -8	-10	0.0	-1.4
> N#Cc1cnn(-c2nc3ccccc3[nH]2)c1N
 : -5	10	0.0	-2.0
